# Compound activity (PubChem BioAssay)
# human PMI inhibition: inhibitors of human PMI, primary screen, biochemical, fluorescence intensity, coupled assay (AID 1209); purified PMI enzyme, coupled fluorescence intensity; higher % means a stronger effect; Mannose-6-phosphate isomerase (Homo sapiens); inhibition, % at 20 µM; hits with a dose series show IC50 in µM; actives 0.42% (n = 190,000);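 further: plate controls were DMSO vehicle for no effect and wells lacking substrate for full effect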
# M1AAP inhibition: P. falciparum M1AAP inhibitors, biochemical, fluorogenic H-Leu-NHMec substrate, 1536-well (AID 1445); Aminopeptidase N (Plasmodium falciparum (isolate 3D7)); recombinant M1AAP, H-Leu-NHMec fluorogenic kinetic assay; higher % means a stronger effect; inhibition, % at 30 µM, or IC50 in µM where a hit was titrated; actives 0.42% (n = 220,000);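 active means primary inhibition above the hit cutoff, then over 50% inhibition at one or more dose response concentrations, cut at about 23% in these data, passing the limit was not always enough; inconclusive means conflicting primary data, or primary hits not chosen for dose response; inactive means low primary inhibition, or under 50% at every dose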;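 further: plate controls were DMSO full reaction for no effect and no enzyme background for full effect; strong numbers were not always called active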
# Lipid droplet: inhibitors of hepatocyte lipid droplet formation, primary screen, imaging, high-throughput imaging, BODIPY stain. AML12 mouse hepatocytes, oleate lipid droplets. inhibition, % at 6.5 µM. actives 0.4% (n = 240,000);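 active means lipid droplet intensity inhibited by at least 50%, with more than 500 cells counted; inconclusive means wells with under 300 cells, treated as cytotoxic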
#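 Assay system: AML12 mouse liver cells | Compound: 6.5 µM single-point dosing | Schedule: Overnight exposure | Technique: Fluorescence imaging, 20x objective, two fields per well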
# Myeloid diff MLP: induction of myeloid progenitor differentiation, primary screen, cell-based, flow cytometry, MLPCN library; actives 1% (n = 360,000); ER-HoxA9 myeloid progenitors, lysozyme-GFP differentiation; calls only at 10 µM;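 active means normalized GFP-positive differentiation at or above the plate's own cutoff, the solvent-only control mean plus 3 SD; inconclusive means no clear call, values can overlap the other calls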;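 further: cells exposed to compound for four days before flow analysis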
# UTI89 phage lysis: inhibition of K1F phage lysis, E. coli UTI89, bacterial capsule biogenesis inhibitors, alamar blue (AID 488966); one-dose inhibition, % at 100 µM; IC50 in µM for titrated hits; E. coli UTI89 K1F phage lysis, alamar blue, 2 h; higher % means a stronger effect; actives 0.02% (n = 340,000);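 active means phage lysis inhibition, versus mean bacterial control, above a set limit; inconclusive means no clear call, values can overlap the other calls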;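 further: capsule biogenesis inhibitors block K1F phage lysis so surviving cells raise fluorescence; higher fluorescence means more inhibition of phage lysis; actives were called in the ten point dose series up to 300 µM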
# CSM14.1 death rescue: rescue of cells from ER stress-induced death, primary screen, 384-well, CSM14.1, thapsigargin, ATP luminescence (AID 1222); CSM14.1 thapsigargin-induced death rescue, ATP luminescence; higher % means a stronger effect; one-dose cellular ATP content (survival), % at 20 µM; EC50 in µM for titrated hits; 190,000 tested, under 10 active;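 active means EC50 below 50 µM in the dose-response confirmation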;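 further: death triggered by thapsigargin at about 15 µM added after 2 h compound pretreatment; cell ATP read after overnight thapsigargin exposure of roughly 18 to 22 hours; normalized against plate controls of thapsigargin alone and 5% DMSO vehicle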
# PMI inhibition: human PMI inhibitors, high substrate, primary screen, biochemical, fluorescence intensity, high mannose 6-phosphate (AID 1220). recombinant PMI enzyme, coupled fluorescence intensity; higher % means a stronger effect. one-dose inhibition, % at 20 µM; IC50 in µM for titrated hits. actives 0.66% (n = 190,000). Mannose-6-phosphate isomerase (Homo sapiens)
# WT yeast gro inh: growth inhibition of WT strain, primary screen, mitochondrial fusion inhibitor project, WT and mutant strains, chemical genetic. mitochondrial fusion phenotypic screen. inhibition, % at 10 µM. actives 2.1% (n = 190,000); in the data active means inhibition above about 58%; tested in S. cerevisiae
# TNAP activators: human TNAP enzyme activators, primary screen, biochemical, luminescent, no phosphate acceptor, uHTS (AID 1001) | purified TNAP, luminescent activation assay, no phosphate acceptor; higher activation fold means a stronger effect | actives 0.03% (n = 200,000) | Alkaline phosphatase, tissue-nonspecific isozyme (Homo sapiens) | one-dose activation fold at 20 µM; EC50 in µM for titrated hits; in the data active means activation fold from about 3, or a potency from the dose series; inactive means the rest, 99 in 100 with activation fold below about 1.6; further: many of its hits are not listed in these tables
# WT yeast gro inh mutant strain: further read-out of WT yeast gro inh, marked with its call; inhibition, %; mitochondrial fusion phenotypic screen, mutant strain inhibition
# Lipid droplet cells 6.5 µM: second read-out of Lipid droplet, no call of its own (marks repeat the call); cell count; measured here: cell count, cytotoxicity flag;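 cells counted across two imaged fields per well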
# Myeloid diff MLP GFP+ MAC1+ %: further read-out of Myeloid diff MLP, marked with its call; GFP+ MAC1+ double positive, %; measured here: differentiation confirmed by MAC1 staining
# Starred values were filed as active, the others as inactive; i = inactive; ? = inconclusive; · = not tested or not shown; [ ] = dose if it differs, or a comment. Unless noted, no stated cut-off is given here; in the data, active means inhibition above about 50%; inactive means the rest. Outcome played no part in choosing rows, and some 4.6% of all compounds hit somewhere here.
SMILES,human PMI inhibition,M1AAP inhibition,Lipid droplet,Lipid droplet cells 6.5 µM,Myeloid diff MLP,Myeloid diff MLP GFP+ MAC1+ %,UTI89 phage lysis,CSM14.1 death rescue,PMI inhibition,WT yeast gro inh,WT yeast gro inh mutant strain,TNAP activators
O=C(Nc1nnc(SCc2ccc(Cl)cc2)s1)c1cnccn1,-10%,6%,0,707,i,0.5,0.0%,-0.9%,-18%,69,71,1.2
CC(=O)NC1(C(F)(F)F)C(=O)Nc2c1c(=O)[nH]c(=O)n2-c1ccccc1 (stereo unspecified),·,-3%,4,728,i,0.3,0.2%,·,·,·,·,·
Nc1cc(C(=O)N/N=C/c2cccc([N+](=O)[O-])c2)n[nH]c1=O,·,4%,0,637,i,0.6,0.0%,·,·,·,·,·
O=c1onc(-c2cccs2)n1Cc1ccccc1,9%,0%,·,·,i,0.2,1.0%,-1.2%,3%,9,-16,1.1
COc1ccc(CC(=S)N2CCOCC2)cc1,33%,5%,9,697,i,0.7,0.1%,-2.6%,-2%,-1,2,1
CCn1c(SCC(=O)c2[nH]c(C)c(C(C)=O)c2C)nnc1-c1cccs1,-3%,11%,·,·,i,3.8,-0.4%,0.7%,-7%,-24,-17,1.1
CCOC(=O)N1CCN(C(=O)CSc2nnc(-c3ccccc3OC)o2)CC1,-2%,0%,·,·,i,2.4,4.2%,12%,-7%,1,-10,1.1
COc1cccc(CN2CCN(S(=O)(=O)c3ccc(NC(C)=O)cc3)CC2)c1OC,·,-2%,-22,729,i,0.2,-0.5%,0.0%,·,-1,-9,1.1
COCCOC(=O)C1=C(C)N(c2ccccc2)C(=O)NC1c1cccc([N+](=O)[O-])c1 (stereo unspecified),6%,-1%,12,653,i,0.9,4.7%,-2.6%,-4%,-10,-3,1
CC(=O)N1CC2([N+](=O)[O-])CN(C(C)=O)CC([N+](=O)[O-])(C1)C2(C)C,-12%,13%,6,686,i,0.6,-0.9%,0.6%,2%,-3,-20,1
Cc1ccc(-n2c(O)c(C=NCc3ccccn3)c3ccccc3c2=O)cc1C,-1%,13%,-43,667,i,1.4,0.0%,1.5%,1%,-2,4,1.5
O=[N+]([O-])c1c(NCCCO)cc(Sc2ccc(Cl)cc2)c2nonc12,50%*,8%,8,636,?,·,0.2%,-2.1%,·,-4,24,0.9
N#C/C(=C(/O)CN1CCCCC1)c1nc(-c2ccc(Cl)cc2)cs1,8%,6%,·,·,i,1.4,3.6%,2.5%,14%,11,13,1
O=C(NCCCN1CCOCC1)c1ccc(Br)cc1,-4%,-4%,·,·,i,0.5,-0.1%,-1.4%,0%,-4,-3,1.2
Cc1sc2nc(-c3ccncc3)[nH]c(=O)c2c1-c1ccccc1,-12%,2%,0,603,·,·,·,1.9%,-7%,-7,-17,1.1
COc1ccc(C(=O)NCc2nnc(SCC(=O)N3CCC(C)CC3)o2)cc1,-5%,-2%,12,642,i,0.4,-0.5%,-1.1%,3%,6,-14,1.1
O=C(/C=C/c1ccco1)NC1=NCCS1,13%,14%,-1,641,i,1.5,4.9%[50 µM],-5.9%,10%,-6,-18,1.2
CCOC(=O)C1CCN(S(=O)(=O)c2ccc(NC(=O)OC)cc2)CC1,4%,3%,5,775,i,0.5,-0.2%,-0.7%,-2%,-8,1,1.1
O=C(CCC(=O)N1CCN(C(=O)c2ccco2)CC1)c1ccc(F)cc1,5%,0%,10,670,i,0.4,-0.1%,-0.9%,6%,0,-1,1.1
CC(CN1CCN(C)CC1)OC(=O)c1ccccc1Cl (stereo unspecified),-15%,13%,·,·,i,1.0,1.1%,1.0%,-11%,-9,7,1
CCOC(=O)Cc1nnc(NC(=O)C(CC)Sc2nncn2C)s1 (stereo unspecified),9%,1%,-3,692,i,3.2,-0.9%,-2.2%,1%,-6,-1,1
O=C(O)[C@H](Cc1ccccc1)NC(=O)N1CCOCC1,-6%,-1%,·,·,i,0.3,0.9%,0.3%,3%,-4,3,1
CCCCNc1c([N+](=O)[O-])cc(C(=O)O)cc1[N+](=O)[O-],-12%,5%,0,657,i,2.1,1.0%[50 µM],5.0%,-5%,-10,21,1
CCN(CC)CC(=O)Nc1scc2c1c(=O)oc1ccccc12,·,3%,-3,696,i,0.9,-2.3%,·,·,·,·,·
COc1ccc(C(CCN2CCCC2)c2c(OC)cc(OC)c3c(-c4ccccc4)cc(=O)oc23)cc1 (stereo unspecified),·,-3%,10,698,i,1.4,1.3%,·,·,·,·,·
CCOC(=O)c1nc(Nc2ccc(Nc3ccccc3)cc2)c2ccccc2n1,12%,8%,3,716,i,0.2,-0.3%,-1.3%,11%,72*,52*,1
O=C1CCCN1c1ccc(S(=O)(=O)NCc2ccco2)cc1,1%,4%,-3,675,i,0.6,0.1%,-2.6%,6%,-4,7,1.1
O=C(Cn1c(C(F)(F)F)nc2ccccc21)N/N=C/c1ccco1,-7%,4%,-28,653,i,0.1,-0.6%,0.0%,-1%,-9,-13,1.1
CCOC(=O)CCNC(=O)N1CCCC(CCC(=O)N(C)CCc2ccccn2)C1 (stereo unspecified),14%,·,0,745,i,0.1,0.5%,-1.5%,11%,8,-10,1
CC(=O)Nc1cccc(Cn2cccn2)c1,7%,1%,-28,602,·,·,·,·,4%,5,10,1
O=C(Nc1ccc2ccccc2c1)NC1CCS(=O)(=O)C1 (stereo unspecified),4%,-1%,12,726,i,0.3,0.0%,-1.4%,5%,-3,-1,1.1
CCOc1cc2[nH]c(=O)n(CCCCC(=O)NCc3ccco3)c(=O)c2cc1OCC,1%,2%,7,778,i,0.4,0.7%,-2.4%,4%,-1,5,1.1
CC1CCCCN1C(=O)CSc1nc2ccccc2n1CC(=O)N1CCc2ccccc21 (stereo unspecified),-4%,0%,·,·,i,4.0,-0.5%,-0.6%,5%,-3,13,1.1
COc1ccc(-c2noc(CCC(=O)Nc3cccc(C)c3)n2)cc1,11%,-6%,4,780,i,1.1,1.2%,-0.2%,8%,10,-8,1.1
Cc1ccc(-c2noc(CCC(=O)NCCc3ccccc3Cl)n2)cc1,10%,-2%,-30,746,i,0.9,0.2%,·,6%,23,19,1.1
Cc1nc(NC(=O)C(Cl)Cl)sc1C(=O)N(C)C,-6%,-4%,2,666,i,1.1,-0.6%,-2.3%,26%,-1,-6,1.1
O=C(NNC(=S)Nc1cccc(C(F)(F)F)c1)c1ccccc1Cl,-5%,-9%,21,555,i,4.8,0.7%[50 µM],-2.8%,-8%,-5,-1,2.7
C/C(=N/NS(=O)(=O)c1ccc(Cl)cc1)c1cccc(NC(=O)c2ccc(Cl)cc2Cl)c1,10%,-1%,·,·,i,0.0,0.7%,-1.5%,9%,-15,-4,1.1
CSc1nn2cc(CCN3CCOCC3)c(-c3ccc(F)cc3)nc2c1C#N,7%,-7%,·,·,i,0.2,0.1%,-0.3%,4%,8,-9,1
Cc1cccc(NC(=O)C(CC(C)C)NC(=O)C2CCC(C)CC2)n1 (stereo unspecified),-4%,-8%,7,793,i,0.4,1.0%,-1.7%,-9%,10,14,1.1
COc1ccccc1NC(=O)CN1C(=O)C2(OCCCO2)c2ccccc21,13%,9%,-3,752,i,0.3,0.7%,0.4%,10%,7,17,1.1
Cc1cc([N+](=O)[O-])nn1CC(=O)NCc1nc2ccccc2[nH]1,6%,-12%,-21,673,i,0.3,0.6%,-0.2%,6%,-5,-15,1.1
COc1ccc(NCC(O)COc2ccc(C(C)(C)C)cc2)cc1 (stereo unspecified),13%,2%,10,652,i,0.2,-0.1%,-0.7%,13%,10,-9,1.1
O=C(CN1CCCCC1)Nc1cc(Cl)ccc1Cl,10%,15%,-14,660,i,7.4,-1.3%,-0.1%,8%,10,2,1.1
CC1C/C(=N/Nc2ccc([N+](=O)[O-])cc2[N+](=O)[O-])CC(C)(C)C1 (stereo unspecified),-3%,-1%,17,721,i,0.5,-0.3%,-3.5%,1%,-2,-11,0.9
COc1ccc(CC(=O)NCc2ccco2)cc1OC,-8%,2%,-1,784,i,9.4,1.0%,1.5%,-3%,-6,-1,1.1

# Seven compounds already listed, arranged by count of non-hydrogen atoms, highest first:
SMILES,human PMI inhibition,M1AAP inhibition,Lipid droplet,Lipid droplet cells 6.5 µM,Myeloid diff MLP,Myeloid diff MLP GFP+ MAC1+ %,UTI89 phage lysis,CSM14.1 death rescue,PMI inhibition,WT yeast gro inh,WT yeast gro inh mutant strain,TNAP activators
C/C(=N/NS(=O)(=O)c1ccc(Cl)cc1)c1cccc(NC(=O)c2ccc(Cl)cc2Cl)c1,10%,-1%,·,·,i,0.0,0.7%,-1.5%,9%,-15,-4,1.1
CSc1nn2cc(CCN3CCOCC3)c(-c3ccc(F)cc3)nc2c1C#N,7%,-7%,·,·,i,0.2,0.1%,-0.3%,4%,8,-9,1
COc1ccccc1NC(=O)CN1C(=O)C2(OCCCO2)c2ccccc21,13%,9%,-3,752,i,0.3,0.7%,0.4%,10%,7,17,1.1
O=C(NNC(=S)Nc1cccc(C(F)(F)F)c1)c1ccccc1Cl,-5%,-9%,21,555,i,4.8,0.7%[50 µM],-2.8%,-8%,-5,-1,2.7
Cc1cc([N+](=O)[O-])nn1CC(=O)NCc1nc2ccccc2[nH]1,6%,-12%,-21,673,i,0.3,0.6%,-0.2%,6%,-5,-15,1.1
COc1ccc(CC(=O)NCc2ccco2)cc1OC,-8%,2%,-1,784,i,9.4,1.0%,1.5%,-3%,-6,-1,1.1
O=C(CN1CCCCC1)Nc1cc(Cl)ccc1Cl,10%,15%,-14,660,i,7.4,-1.3%,-0.1%,8%,10,2,1.1
